Screens as filed in PubChem.
CHRM1 antagonist – blocks human M1 muscarinic receptor. P11229. CHO-K1 hM1, Fluo-8 calcium fluorescence, ACh EC80 antagonist. inhibition, % at 3 µM. hit rate 1.3% among 360,000;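 active = percent inhibition above its own plate's cutoff, namely the mean of that plate's compound wells plus 3 SD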;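 also: peak over basal fluorescence ratio during 140 s after agonist addition; 0% = ACh EC80 plus DMSO and 100% = DMSO alone without agonist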
CHO parental Ca – counter-screen: ATP calcium response change in parental CHO cells; parental CHO-K1, ATP-induced calcium, Fluo-8 fluorescence; hit rate 0.63% among 330,000; inhibition, % at 5.6 µM;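 active = inhibition above that plate's mean sample inhibition plus 3 SD, cut at about 26% in these data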;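 also: 0% = ATP-challenged DMSO wells and 100% = DMSO wells without ATP; some compounds past the cut are filed as inactive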
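Material – parental CHO cells · Reagent – ATP stimulus · Compound – single nominal dose of 5.6 µM per compound · Detection – Fluo-8 fluorescence · Read-out basis – percent inhibition of calcium signal · Controls – ATP-challenged DMSO wells low, unchallenged DMSO wells high · Repeats – no replicates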
M1 PAM parental – nonselective activator or artifact in parental CHO-K1 calcium assay; ATP EC20, Fluo-8 calcium fluorescence; 0% at ATP EC20, 100% at ATP max; activation, % at 3 µM; hit rate 0.02% among 360,000;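 active = activation above the run cutoff, the mean activation of all test compounds plus 3 SD, cut at about 40% in these data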;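 also: peak over basal fluorescence ratio in a 140 s read after ATP addition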
TAAR1 ag – agonists of human TAAR1; AID 624467; hit rate 0.99% among 360,000; Q96RJ0; CHO RD-HGA16 TAAR1, Fluo-8 calcium fluorescence; vehicle wells 0%, saturating PEA agonist 100%; activation, % at 3 µM;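 active = activation above the mean activation of all test compounds in the run plus 3 SD, cut at about 38% in these data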
Target sequence (Q96RJ0 whole entry, looked up): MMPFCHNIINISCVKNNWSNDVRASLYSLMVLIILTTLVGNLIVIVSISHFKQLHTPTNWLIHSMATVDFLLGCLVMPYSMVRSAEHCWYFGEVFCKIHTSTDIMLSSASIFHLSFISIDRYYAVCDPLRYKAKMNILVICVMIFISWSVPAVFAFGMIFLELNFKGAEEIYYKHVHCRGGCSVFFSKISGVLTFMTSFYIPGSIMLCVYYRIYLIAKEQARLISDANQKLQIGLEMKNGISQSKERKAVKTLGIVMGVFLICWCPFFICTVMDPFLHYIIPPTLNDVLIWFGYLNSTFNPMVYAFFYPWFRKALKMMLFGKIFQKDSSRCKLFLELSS
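Benchmarks: low control DMSO, high control PEA (EC100); System: CHO RD-HGA16 cells carrying human TAAR1 plus Gα16; Detection: Fluo-8 fluorescence, 5 s baseline then 140 s kinetic read; Schedule: 17-24 h plating, Fluo-8 75 min 37 °C, 30 min RT; Read-out basis: % activation from peak over basal fluorescence ratio, DMSO-to-PEA scaled.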
TAAR1 antag – antagonists of human TAAR1; Q96RJ0; CHO RD-HGA16 TAAR1, Fluo-8 calcium fluorescence, antagonist; inhibition, % at 3 µM; hit rate 1.5% among 360,000; AID 624466;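 active = inhibition above a per-plate cutoff, the mean inhibition of test compounds on that plate plus 3 SD, cut at about 49% in these data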;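 also: 0% = DMSO plus EC80 beta-PEA response and 100% = DMSO alone without agonist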
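Test system: RD-HGA16 CHO cells with stable hTAAR1 and Gα16 / Probe or stimulus: EC80 β-phenethylamine stimulus / Times: seeding 17-24 h prior, 75-min 37 °C, 30-min RT dye loading / Detection: Fluo-8 calcium-sensitive fluorescence / Read-out basis: % inhibition scaled between DMSO and EC80 PEA controls / Repeats: singlicate, one well per test compound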
CHO-K1 Ca antag – nonselective inhibitor or artifact in parental CHO-K1 cells. ATP-induced calcium, Fluo-8 fluorescence. inhibition, % at 3 µM. hit rate 0.6% among 360,000. AID 602250;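 active = inhibition above a per-plate cutoff, the plate's mean sample inhibition plus 3 SD, cut at about 24% in these data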;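 also: 0% = DMSO plus EC80 ATP and 100% = DMSO alone without ATP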
CHO-K1 Ca ag – counter-screen for M1 agonists: effect in parental CHO-K1 cells. Fluo-8 calcium fluorescence; scaled to maximal ATP response, vehicle zero. activation, % at 3 µM. hit rate 0.48% among 360,000; in the data active = activation above about 15%;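 also: untransfected CHO-K1 host cells lacking M1 receptor as counterscreen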
OXTR potentiate – human OXTR potentiation; hit rate 0.061% among 320,000; CHO-OTR cells, Fluo-8 calcium fluorescence, potentiator mode; 0% = oxytocin EC15, 100% = EC100; activation, % at 3 µM; P30559;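 active = activation above that plate's cutoff, the mean activation of tested compounds plus 3 SD, cut at about 6.6% in these data, passing the limit was not always enough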;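 also: 100% uses oxytocin at 75 nM as the full agonist control; some results filed as inactive read as strong as hits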
Target sequence (P30559 whole entry, looked up): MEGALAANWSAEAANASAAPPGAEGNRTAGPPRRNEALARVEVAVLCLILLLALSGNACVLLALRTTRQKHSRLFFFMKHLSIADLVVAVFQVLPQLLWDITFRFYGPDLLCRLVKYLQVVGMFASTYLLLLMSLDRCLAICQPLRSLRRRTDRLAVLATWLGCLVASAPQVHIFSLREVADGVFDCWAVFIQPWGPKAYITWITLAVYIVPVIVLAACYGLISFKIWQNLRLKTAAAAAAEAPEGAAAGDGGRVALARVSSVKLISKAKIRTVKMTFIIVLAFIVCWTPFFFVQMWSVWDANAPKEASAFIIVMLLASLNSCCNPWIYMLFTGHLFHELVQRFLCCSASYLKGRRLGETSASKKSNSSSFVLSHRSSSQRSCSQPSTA
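Measured by – Fluo-8 calcium dye fluorescence · Test system – human OTR in CHO cells · Dosing – one concentration, 3.0 µM compound · Controls – EC15 oxytocin alone as 0%, 75 nM oxytocin as 100% · Evaluation – normalized max/min fluorescence ratio, % activation · Timing – 6 min pre-incubation, 100 s read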
CHRM1 agonist – human M1 muscarinic receptor agonism; hit rate 0.33% among 360,000; CHO-K1 hM1, Fluo-8 calcium fluorescence, agonist mode; 0% DMSO, 100% acetylcholine EC100; P11229; AID 588814; activation, % at 3 µM;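 active = activation above the run's mean compound activation plus 3 SD, cut at about 16% in these data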;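 also: peak over basal fluorescence ratio within a 140 s kinetic read after compound addition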
The depositor's hits bear a star; / = not tested or not shown. Rows were taken by chance; overall some 4.2% were active at least once.

Start of the data: the first 3 records, to show the layout:
SMILES	CHRM1 antagonist	CHO parental Ca	M1 PAM parental	TAAR1 ag	TAAR1 antag	CHO-K1 Ca antag	CHO-K1 Ca ag	OXTR potentiate	CHRM1 agonist
CCn1cc(/C=N\NC(=O)Cc2ccc(Cl)cc2)cn1	-7	-15	-3	-1	8	-3	0.3	-4	-5
CC(NCc1ccc(F)cc1)C(=O)NC1CCCCC1 (stereo not given)	-10	8	19	5	-8	-3	0.3	-12	-14
COC(=O)c1cn(NC(=O)c2ccc(OC)c(OC)c2)c(=O)c2ccccc12	4	-10	5	4	4	-2	0.2	-6	-3

The listing, previewed entries included:
SMILES	CHRM1 antagonist	CHO parental Ca	M1 PAM parental	TAAR1 ag	TAAR1 antag	CHO-K1 Ca antag	CHO-K1 Ca ag	OXTR potentiate	CHRM1 agonist
CCn1cc(/C=N\NC(=O)Cc2ccc(Cl)cc2)cn1	-7	-15	-3	-1	8	-3	0.3	-4	-5
CC(NCc1ccc(F)cc1)C(=O)NC1CCCCC1 (stereo not given)	-10	8	19	5	-8	-3	0.3	-12	-14
COC(=O)c1cn(NC(=O)c2ccc(OC)c(OC)c2)c(=O)c2ccccc12	4	-10	5	4	4	-2	0.2	-6	-3
O=C(/C=C/c1ccccc1[N+](=O)[O-])NNC(=O)c1ccncc1	-11	-9	23	7	-7	-9	0.1	-1	0
COC(=O)CSc1nnc(-c2ccncc2)o1	-2	-7	1	4	6	5	0.0	-2	-5
COc1ccc(Cn2cc(CN3CCS(=O)(=O)N(Cc4ccc(-c5cccc(Cl)c5)cc4)C(C)C3=O)nn2)cc1 (stereo not given)	-9	/	10	2	27	-7	0.7	/	2
COc1cc(O)c(C(CC(=O)N2CCCCC2)c2ccc(N(C)C)cc2)c(OC)c1 (stereo not given)	0	/	5	9	8	-5	0.1	/	-6
COc1ccc(OC)c2sc(N3CCc4ccccc4C3)nc12	-4	-30	5	-3	-11	-2	0.8	1	0
Cc1ccc(C(=O)N2CCN(c3ccccn3)CC2)cc1[N+](=O)[O-]	-10	-8	7	1	4	-4	1.2	-1	-7
CN=Cc1cc(-c2ccccc2)sc1O	3	-5	18	8	8	-16	0.2	-3	-3
Cc1n[nH]c(=S)n1-c1ccc(Cl)cc1	-9	-1	13	0	-28	-8	0.3	-1	-5
O=C(Nc1nccs1)c1ccc(COc2c(F)c(F)cc(F)c2F)cc1	14	2	22	5	6	-1	7.9	-8	-5
O=C(NC(=S)Nc1ccc(N2CCOCC2)c(Cl)c1)c1sc2ccccc2c1Cl	1	-2	9	2	-3	-9	-0.3	8	-5
O=C(Nc1nnc(C2CC2)s1)c1cc([N+](=O)[O-])ccc1N1CCCCC1	9	-21	22	1	-2	-6	2.6	2	-7
Cc1ccc(S(=O)(=O)n2nc(OC(=O)c3c(-c4ccccc4Cl)noc3C)cc2N)cc1	-8	-8	7	11	9	5	0.2	-15	-1
O=C(Nc1nnc(Cc2ccc(Cl)cc2)s1)C1CCCO1 (stereo not given)	-1	-11	-6	2	23	-4	0.9	-9	-4
O=C(CCNS(=O)(=O)c1ccc(Br)cc1)NCc1ccc(Cl)cc1	-1	-23	1	3	3	-8	6.5	-6	1
COc1cccc(N=Nc2ccc3cccnc3c2O)c1	31*	83*	-12	37	74*	12	38*	-8	30*
CC1=N/C(=C/c2cc(Br)cc(Br)c2O)C(=O)O1	-16	-2	13	4	8	-3	3.1	-6	-3
Cc1cc2ccccn2c1C(=O)Nc1ccccc1	1	-20	-5	12	-3	5	-0.7	14	-6
NC(=NCCc1ccccc1)NS(=O)(=O)c1ccc(F)cc1	1	-8	24	5	-5	-5	2.6	0	-4
COc1ccc2ccccc2c1CN1CCN(Cc2ccccc2)CC1	-5	-10	13	23	-5	-10	0.8	-6	-4
Cc1cc(C(=O)N[C@@H](c2ccccc2)[C@]2(C)C[C@H]2[C@@H](C)C(=O)Nc2ccc3ccccc3c2)no1	-5	-27	13	7	24	-8	-0.5	-15	-9
CC1=C(C(=O)N(C)C)CC(CC(=O)NCCCCc2ccccc2)C(=O)N1Cc1ccc(C(C)(C)C)cc1 (stereo not given)	-5	/	-3	12	-25	-2	2.4	/	13
CCOC(=O)C1=C(C)Nc2ccccc2S1	-8	-20	18	-2	-5	-3	1.4	-1	-2
O[C@H]1c2ccccc2[C@H](Cc2cncs2)[C@@H]1Br	4	-15	20	2	16	-19	1.0	-3	-4
CCOc1ccccc1C(=O)NCC(=O)NCC(c1ccc(OC)cc1)N1CCOCC1 (stereo not given)	2	-1	18	2	-10	-6	1.6	1	-4
Cc1ccc2nc(NC(=O)C3CCCN(S(=O)(=O)c4cccnc4)C3)sc2c1 (stereo not given)	-5	-17	10	10	4	2	2.1	-8	-1
O=C(CSc1n[nH]c(-c2ccc(S(=O)(=O)N3CCCCC3)cc2)n1)Nc1nccs1	4	7	21	16	25	-24	8.3	-10	3
O=C1C[C@@H]2c3c(cccc3CN1Cc1ccccc1)C[C@@H](O)[C@H]2O	-4	/	2	6	8	-12	0.7	/	-2
Cn1c(N)c(C(=O)c2ccc(F)cc2F)c(=O)n(C)c1=O	0	8	8	1	0	-6	-0.2	1	-6
O=C(COc1ccc([N+](=O)[O-])cc1)Nc1cc(C(=O)O)cc(C(=O)O)c1	-1	-3	-11	8	-5	16	-0.6	5	-6
O=C(Nc1ccccn1)c1sc2cc([N+](=O)[O-])ccc2c1Cl	-12	-14	-11	6	-7	-1	-0.4	11	7
N#Cc1ccc(-c2ccc(C3Nc4ccccc4C(=O)N3O)o2)cc1 (stereo not given)	-2	-3	7	9	-6	-17	0.9	-4	-1
CC1CC1C(=O)NCCc1ccc(Cl)cc1 (stereo not given)	-7	-6	10	13	-17	-7	0.2	-7	-2
CCOCCn1c(SC)nc2c1c(=O)[nH]c(=O)n2C	-5	-2	17	15	12	-5	-0.1	-5	-4
CC(C)CN1CCN(C(=O)CCc2nnc(Cc3c[nH]c4ccccc34)o2)[C@@H](C)C1=O	-7	/	-1	0	-14	5	2.8	/	-2
CCc1ccc(NC(=O)C2CCN(S(=O)(=O)c3ccc4c(c3)CC(C)N4C(C)=O)CC2)cc1 (stereo not given)	16	36*	11	11	50*	10	7.7	-9	-3
CC(=O)NS(=O)(=O)c1ccc(NC(=O)c2ccc3c(c2)C(=O)N(CCC(C)C)C3=O)cc1	-6	2	-13	3	1	6	0.0	2	-5
COc1ccc(-c2nc(CN3CCN(Cc4ccccc4)CC3)c(C)o2)cc1	-15	-17	13	-1	-12	-7	1.6	-3	-3
COC(=O)c1ccccc1NC(=O)Nc1ccc(Cl)cn1	-10	-1	21	1	-21	-16	0.0	-6	-2
CCCNC(=O)c1cc(S(=O)(=O)N2CCc3ccccc32)cn1C	5	26	2	1	-5	3	7.2	-11	5
CCCOC(=O)c1cc(NC(=O)/C=C/c2ccccc2)ccc1O	-2	-14	13	3	27	-18	1.1	-7	-11
CN(CC(=O)Nc1cccc(F)c1)C(=O)CCCc1nc2ccccc2c(=O)[nH]1	1	-9	14	5	-26	-3	0.5	-14	-4
N[C@@H](Cc1cnc[nH]1)C(=O)Nc1ccc2ccccc2c1	-24	/	20	0	-14	-7	1.2	/	6
CC(C)CNC(=S)N1CCC(Cc2ccccc2)CC1	4	/	-7	-1	-23	-4	1.0	/	-2
Cc1cc(-c2csc(NC(=O)c3ccc(C#N)cc3)n2)c(C)n1Cc1ccccc1	-2	-9	8	1	13	-4	0.5	-6	-4
CC1(C(=O)NS(=O)(=O)Cc2ccccc2)CCN1C(=O)Cc1cc(F)ccc1F (stereo not given)	-13	/	19	3	-22	-8	0.6	/	-3
COc1ccc(/C=C2\SC(N3CCCCC3)=NC2=O)cc1	-3	-26	5	2	-2	-4	-0.7	-12	-7
Cc1ccc(S(=O)(=O)c2nc(S(C)(=O)=O)sc2N2CCN(C)CC2)cc1	3	-11	-8	-1	-14	-4	0.1	-2	-4

(listing goes on)
SMILES	CHRM1 antagonist	CHO parental Ca	M1 PAM parental	TAAR1 ag	TAAR1 antag	CHO-K1 Ca antag	CHO-K1 Ca ag	OXTR potentiate	CHRM1 agonist
O=C(Nc1nccs1)c1cccc(S(=O)(=O)N2CCCCC2)c1	1	-9	-7	8	8	2	1.6	0	-4
O=C(CCN=C1NS(=O)(=O)c2ccccc21)OCc1c(F)c(F)c(F)c(F)c1F	-8	/	15	1	-7	-7	1.6	/	-1
CN(C)C(/C=C/Nc1ccc([N+](=O)[O-])cc1)=C(C#N)C#N	1	-6	4	3	8	16	6.4	-7	-14
COC(=O)c1ccccc1NC(=O)CCS(=O)(=O)c1cc2c(cc1C)NC(=O)CO2	-4	-9	12	1	3	2	4.8	-1	0
CN1CCN(C(=O)c2ccccc2Nc2ccc(SC(F)F)cc2)CC1	-3	-14	-3	4	7	3	0.4	-4	-12
CCCCN(c1ccccc1)c1ncnc2nc[nH]c12	7	-4	18	/	/	1	2.6	3	-5
NNC(=O)CNC(=O)c1ccc(F)cc1	4	-13	-7	3	-5	5	-0.3	0	-10
Cn1c(SCC(=O)OC2CCCCC2)nnc1-c1ccc(S(=O)(=O)N2CCCC2)cc1	-4	-17	17	6	-20	-3	13	-3	-7
Cc1nc(NC(=O)/C=C/c2ccco2)sc1C	-6	-9	16	2	1	-3	0.1	-6	-4
CC(=O)c1cc(Cl)ccc1OCC(=O)NC1CCCC1	-8	/	2	0	4	5	1.0	/	-4
CC(=O)NC(CCS(C)(=O)=O)C(=O)Nc1cccc2ccccc12 (stereo not given)	-6	4	12	0	0	-1	0.4	-2	-2
COc1ccc(C(=O)Oc2ccc(/C=N/O)cc2)cc1	3	10	-8	17	9	18	1.5	1	-3
CN(CC(=O)N1CCN(Cc2ccccc2)CC1)C(=O)Cc1cccc2ccccc12	-1	-8	18	-2	7	-15	0.6	-4	-3
COc1cc(OC)cc(C(=O)Nc2ccc(S(=O)(=O)Nc3cc(C)nc(C)n3)cc2)c1	/	-1	/	0	5	/	/	8	/
CCOC(=O)c1c(C)n(-c2ccc(C)cc2)c2c(C(C(C)=O)C(=O)O)c(Br)c(O)c(O)c12 (stereo not given)	-34	-21	4	14	10	-2	0.0	-14	-6
OC1COC(OCc2ccccc2)C(O)C1O (stereo not given)	-11	2	-5	3	-10	13	-0.4	-1	0
